Bioassay records from PubChem.
HCMV antiviral = human cytomegalovirus inhibition; 4.5% of 410,000 active; HFF cells, HCMV-luciferase reporter, 72 h; active compounds read low; activity change, negative = inhibition, % at 57.5 µM; in the data active = activity change below about -60%; inconclusive = no clear call, values can overlap the other calls; inactive = above about -39%
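Compounds were evaluated in HFFs infected with an HCMV luciferase reporter virus (MOI 1 PFU/cell). Luciferase in lysates collected 72 h post infection served as the replication measure.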
AmpC inh no detg = blocks E. coli AmpC beta-lactamase in detergent-free assay; P00811; AmpC nitrocefin hydrolysis, absorbance 480 nm, 0.0001% Triton; Potency, µM (doses to about 57.1 µM), for inactives: top-dose activity change, negative = inhibition, actives largely listed as inhibitors; 0.52% of 330,000 active; AID 485341;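 also: potency is read from the fitted curve at half-maximal effect; plate controls were no compound for no effect and no enzyme for full effect; nearly all actives have a fitted effect of over 20% in size; some results filed as inactive show a strong effect at the top dose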
Target sequence (P00811 whole entry, looked up): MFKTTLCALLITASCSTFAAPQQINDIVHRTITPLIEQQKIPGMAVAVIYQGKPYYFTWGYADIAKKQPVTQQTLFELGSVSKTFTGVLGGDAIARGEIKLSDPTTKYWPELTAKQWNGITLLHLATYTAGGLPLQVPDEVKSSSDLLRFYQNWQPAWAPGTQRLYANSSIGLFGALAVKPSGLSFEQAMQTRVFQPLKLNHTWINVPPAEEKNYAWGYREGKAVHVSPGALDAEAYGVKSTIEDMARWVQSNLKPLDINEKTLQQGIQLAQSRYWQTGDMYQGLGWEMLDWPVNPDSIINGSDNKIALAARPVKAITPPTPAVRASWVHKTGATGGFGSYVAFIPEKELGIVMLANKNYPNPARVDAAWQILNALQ
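AmpC (5.3 nM in the dispensed reagent) in 20 mM phosphate pH 7.0 with 0.01% (detergent screen) or 0.0001% Triton X-100 was preincubated with compounds for 15 min at room temperature. Nitrocefin was then added from an 800 uM solution, and hydrolysis was followed at 480 nm.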
AMA1-RON2 inh = inhibitors of Plasmodium falciparum AMA1-RON2 interaction | AlphaScreen AMA1-biotinylated RON2 peptide binding | Potency, µM (titrated, usually from 58.2 µM), inactives show top-dose activity change, negative = inhibition, actives largely listed as inhibitors | 0.2% of 360,000 active;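 also: potency is read from the fitted curve at half-maximal effect; 0% = vehicle wells and -100% = peptide control; nearly all actives have a fitted effect of over 45% in size; some results filed as inactive show a strong effect at the top dose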
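AMA1 (3D7) with his tag at 25 nM final met compounds first, then biotinylated RON2 peptide at 25 nM; detection used donor plus acceptor beads, 10 µg/mL apiece, read by AlphaScreen after 30 min at room temperature.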
AmpC detergent = inhibitors of E. coli AmpC beta-lactamase with detergent. Potency, µM (doses to about 114 µM), for the others: at the highest dose activity change, negative = inhibition, most hits filed as inhibitors. AmpC hydrolysis of nitrocefin, absorbance 480 nm, 0.01% Triton. 0.041% of 370,000 active. AID 485294;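 also: potency is read from the fitted curve at half-maximal effect; 0% = no-compound wells and -100% = no-enzyme wells; nearly all actives have a fitted effect of over 25% in size; some results filed as inactive show a strong effect at the top dose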
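20 mM phosphate pH 7.0 + 0.01% (detergent screen) or 0.0001% Triton X-100; 5.3 nM AmpC reagent; cpd preinc 15 min RT; nitrocefin (800 uM stock) to start; A480 q20 s × 4 min; Activity was normalised to no-enzyme and no-compound control wells.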
Sm TGR inh = inhibitors of Schistosoma mansoni thioredoxin glutathione reductase; Q962Y6; purified TGR, DTNB reduction, TNB absorbance 405 nm; Potency, µM (series often up to 114 µM), for the others: top-dose activity change, negative = inhibition, hits mostly inhibitors; 3% of 360,000 active; also: potency is read from the fitted curve at half-maximal effect; nearly all actives have a fitted effect of over 60% in size
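TGR 20 nM + NADPH 100 uM (dispensed conc.), cpd preinc 15 min RT; start with NADPH (500 uM addition) then DTNB (15 mM addition). Kinetic TNB absorbance, 405 nm filter. Four-parameter Hill fit across titration.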
FBPA Giardia inh = Giardia lamblia aldolase inhibition; A8B2U2; purified Giardia FBPA; Potency, µM (titrated, usually from 59.6 µM), inactives show at the top dose activity, negative = inhibition, hits mostly inhibitors; 0.71% of 290,000 active; also: potency is read from the fitted curve at half-maximal effect; nearly all actives have a fitted effect of over 55% in size
Target sequence (A8B2U2 whole entry, looked up): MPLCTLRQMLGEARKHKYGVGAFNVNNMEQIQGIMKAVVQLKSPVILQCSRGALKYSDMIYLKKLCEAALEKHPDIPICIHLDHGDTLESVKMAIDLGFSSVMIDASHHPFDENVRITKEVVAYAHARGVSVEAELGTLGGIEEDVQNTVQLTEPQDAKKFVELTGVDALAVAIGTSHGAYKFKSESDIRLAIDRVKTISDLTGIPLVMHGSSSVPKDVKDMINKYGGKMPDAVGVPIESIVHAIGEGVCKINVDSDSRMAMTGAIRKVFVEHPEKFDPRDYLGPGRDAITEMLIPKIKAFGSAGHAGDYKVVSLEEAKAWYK
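Giardia FBPA (40 nM reagent) was preincubated 10 min at RT with compound (up to 57.5 uM final), then substrate plus GAPDH/TPI/NAD/arsenate coupling system with diaphorase/resazurin was added; resorufin fluorescence (525/598 nm) was read after 20 min.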
The depositor's hits bear a star; ? = inconclusive; · = no result given; & = joins results of further samples; [ ] = another dose, or the depositor's remark. Unless noted, calls follow the shape of the dose curve; as a rule, active = well fitted curve in the direction sought with a large enough effect; inconclusive = small, poorly fitted or top-dose-only effect, or another doubt; inactive = no such curve, though single readings can be large; an effect the other way counts as inactive or inconclusive. Unless noted, % is scaled to controls: 0 for no effect and ±100 for the full control effect.

Structure	Sm TGR inh	AmpC inh no detg	FBPA Giardia inh	AMA1-RON2 inh	HCMV antiviral	AmpC detergent
CCC(c1nnc(SCC(=O)N2CCOCC2)n1C1CCCCC1)N(C)C (stereo not drawn)	-8%	-3%	3%	4%	-7	-4%
Cn1c(=O)c2c(ncn2CC(=O)Nc2nc3ccc(F)cc3s2)n(C)c1=O	-19%	-14%	4%	1%	44	2%
O=C(Nc1cc(S(=O)(=O)N2CCOCC2)ccc1N1CCCC1)C1COc2ccccc2O1 (stereo not drawn)	1%	51%	3%	-10%	-28	-1%
COc1ccc(NC(=O)C/C(C)=N/NC(=O)c2cnccn2)cc1Cl	?	79%[activator]	-25%	119%[activator]	-22	-3%
O=C(CSCc1c(Cl)cccc1Cl)Nc1cccnc1	6%	-11%	1%	-11%	-18	2%
CN(c1ccccn1)c1ncnc2[nH]ncc12	17%	4%	1%	47%[activator]	-40	1%
Cc1cc(C(=O)OCC(=O)N2CCCC2)c2ccccc2n1	-20%	1%	1%	6%	-29	-15%
O=C(Nc1ccncc1)Nc1cccc(F)c1	-17%	-38%	4%	-5%	27	-16%
O=C1CC(c2ccco2)Cc2nc(N3CCN(Cc4ccc5c(c4)OCO5)CC3)ncc21 (stereo not drawn)	-7%	23%	-3%	-28%	13	0%
CCOC(=O)c1cc2c(ccn2C)n1CC(=O)N1CCN(c2cccc(C(F)(F)F)c2)CC1	11%	104%[activator]	-30%	-18%	62	1%
C=CCn1c(COc2ccccc2)nnc1SCC(=O)O	11%	-20%	9%	-7%	16	7%
Cc1cc(C)cc(NC(=O)c2cccc(N3C(=O)C4C5C=CC(C5)C4C3=O)c2)c1 (stereo not drawn)	0%	15%	8%	-3%	-13	0%
CCC(CC)c1nn2c(=O)cc(COc3ccc(NC(=O)c4ccccc4Cl)cc3)nc2s1	5%	·	·	·	-23	6%
COc1ccc(C(=O)Nc2ccc3ccccc3c2)c(OC)c1	10%	-14%	-5%	0%	93	7%
CCCCCCOc1ccc(N2C(=O)CC(S/C(N)=N/N=C(\C)c3cccs3)C2=O)cc1 (stereo not drawn)	-25%	-46%	-4%	32%[activator]	-2	?

(list continues)
Structure	Sm TGR inh	AmpC inh no detg	FBPA Giardia inh	AMA1-RON2 inh	HCMV antiviral	AmpC detergent
COc1ccc(NC(=O)CC2SC(=Nc3ccccc3)NC2=O)c(OC)c1 (stereo not drawn)	-4%	-19%	0%	-19%	-37	-8%
CC1=C(C(=O)Nc2ccccc2)C(c2cccc(O)c2)n2nc(-c3ccccc3Cl)nc2N1 (stereo not drawn)	0%	·	·	·	26	-6%
COc1cc2ncnc(NCc3ccc4c(c3)OCO4)c2cc1OC	4%	-8%	0%	-7%	-28	2%
CC(=O)Nc1cccc(NC(=O)c2ccc([N+](=O)[O-])cc2Cl)c1	-2%	-14%	-5%	-16%	45	?
COC(=O)C(CCSC)NC(=O)C(NC(=O)C1CCC(C)CC1)C(C)C (stereo not drawn)	13%	-11%	3%	0%	6	-12%
COc1ccccc1N1CCN(CC(O)COc2ccc(S(=O)(=O)N3CCOCC3)cc2)CC1 (stereo not drawn)	-7%[11.4 µM]	22%	-8%	-9%	-70*	?
Cc1ccc(CCNC(=O)c2ccc(Cn3c(=O)c4cccn4c4cccnc43)cc2)cc1	1%	·	·	·	-60*	?
CC1(C)OC(C)(C)/C(=C\c2ccccc2[N+](=O)[O-])C1=O	7%	-15%	2%	0%	·	2%
COC(=O)C1C(=O)C=C(Nc2ccc(F)cc2F)CC1c1ccc(OC)cc1 (stereo not drawn)	-4%	-13%	4%	20%	?	-14%
Cn1c(=O)[nH]c(=O)c2c1nc(Br)n2CCCc1ccccc1	1%	-16%	-6%	·	·	?
CC(C)NC(=O)N1CCN(S(=O)(=O)c2ccc3c(ccn3C)c2)CC1	1%	·	·	·	2	1%
COC(=O)[C@@]1(Cc2ccc(OC)cc2)[C@@H]2[C@@H](CC(=O)[C@H]2CC(=O)C(=O)N(C)C)CN1C(=O)c1ccccc1	-13%	187%[activator]	-9%&-3%	-8%	-6	?
CCOc1ccc(NC(=O)CSc2nc3c([nH]c4ccccc43)c(=O)n2C)cc1	-1%	-5%	1%	-1%	46	9%
CCC(C)[C@H](NC(=O)[C@H](Cc1ccccc1)n1c(=O)[nH]c2ccccc2c1=O)C(=O)N1CCC(C(=O)O)CC1 (stereo partly drawn)	0%	-10%	-1%	4%	-7	0%
O=C(NCc1ccc2c(c1)OCO2)Nc1cccc2ccccc12	-9%	-12%	2%	2%	24	-6%

Complete entries as entered above:
`Cc1ccc(CCNC(=O)c2ccc(Cn3c(=O)c4cccn4c4cccnc43)cc2)cc1` in the list: Sm TGR inh = 1%; AmpC inh no detg = ·; FBPA Giardia inh = ·; AMA1-RON2 inh = ·; HCMV antiviral = -60*; AmpC detergent = ?
`COc1ccccc1N1CCN(CC(O)COc2ccc(S(=O)(=O)N3CCOCC3)cc2)CC1` (stereo not drawn) in the list: Sm TGR inh = -7%[11.4 µM]; AmpC inh no detg = 22%; FBPA Giardia inh = -8%; AMA1-RON2 inh = -9%; HCMV antiviral = -70*; AmpC detergent = ?

Other records follow:
Structure	Sm TGR inh	AmpC inh no detg	FBPA Giardia inh	AMA1-RON2 inh	HCMV antiviral	AmpC detergent
Cc1ccc(-c2ccc(C(=O)Nc3ccccc3)o2)c2ccccc12	35µM*	-58%	?	?	-5	?
COC(=O)c1nnn(CC(=O)Nc2c(C)cccc2C)c1N	-2%	·	·	·	-6	?
CCN(C(=O)c1ccc(C(C)(C)C)cc1)c1nnc(Cn2nnc3ccccc32)s1	7%	12%	4%	-12%	-65*	?
CCSc1nc(NCCN(C)C)c2c3c(sc2n1)COC(C)(CC)C3 (stereo not drawn)	?	64%[activator]	6%	3%	76	8%
CC(C)(C)OC(=O)N1CCC(c2c(C(=O)N3CCN(C(=O)c4ccco4)CC3)cnn2-c2ccc(Cl)cc2)CC1	2%	·	·	·	-13	19%
O=C(/C=C/c1c(F)cccc1Cl)Nc1ncccn1	-9%	-29%	-5%	13%	21	-6%
O=C(N/N=C/c1ccc(OC2CSC2)cc1)c1ccccc1	32%	-33%	1%	-1%	151	-13%
CC(CCc1ccccc1)NC(=O)c1ccc(NC(=O)c2cccc(Br)c2)cc1 (stereo not drawn)	-4%	-42%	3%	4%	6	?
CSc1ccccc1NC(=O)CN(C)C(=O)/C=C/c1ccccc1	5%	-45%	·	8%	-16	2%
Cc1nc2sc3c(c2c(=N)n1N)CCCC3	8%	-6%	9%	12%	-18	3%
CCCN(C1CCS(=O)(=O)C1)S(=O)(=O)c1ccc(F)cc1 (stereo not drawn)	-6%	-9%	·	14%	-22	-17%
CCN(CC)c1ccc(/C=C2/SC(=O)N(C(C)C)C2=O)o1	11µM*	-24%	?	-2%	-86*	-14%
CCOC(=O)c1ccc(NC(=O)CSc2nnc(COc3ccccc3OC)n2C)cc1	2%	36%	1%	11%	44	-8%
C[C@@H](NC(=O)[C@@H]1Cc2ccccc2CN1C(=O)OC(C)(C)C)C(=O)NC1CCCC1	-7%	59%	17%	0%	-40	-5%
CCn1c(C(=O)N2CCC(C(=O)NCc3ccc(OC)cc3)CC2)cc2sccc21	0%	158%[activator]	2%	-5%	·	5%

Quoted from the listing:
Cc1ccc(-c2ccc(C(=O)Nc3ccccc3)o2)c2ccccc12 @ Sm TGR inh: 35µM*
CCn1c(C(=O)N2CCC(C(=O)NCc3ccc(OC)cc3)CC2)cc2sccc21 @ FBPA Giardia inh: 2%

Further records
Structure	Sm TGR inh	AmpC inh no detg	FBPA Giardia inh	AMA1-RON2 inh	HCMV antiviral	AmpC detergent
CCOc1ccc(Cn2c(CNS(=O)(=O)c3cccs3)nc3cccnc32)cc1	-21%	·	·	·	23	1%
CC(C)OC(=O)Cc1ccccc1	-9%	-18%	·	2%	-29	-1%
COc1cc(C2c3c(n[nH]c3C)C(=O)N2c2ccc(Br)cc2)ccc1O (stereo not drawn)	4.5µM*	-32%	7%	0%	10	-16%
CCOc1ccc(CNC(=O)c2ccc3c(c2)nc2n3CCC(C)C2)cc1OC (stereo not drawn)	-1%	·	·	·	?	-3%
Cc1cccc(CCNc2nc3ccccc3n3nnnc23)c1	-16%	-23%	1%	5%	-14	-7%
Cc1ccc(N2CCN(C(=O)C3CCN(c4ncnc5c4nc4n5CCCCC4)CC3)CC2)c(C)c1	-10%	·	·	·	-62*	18%
Nc1cccc2c1C(=O)N(C(=O)/C=C/c1cccc(F)c1)C2=O	6.3µM*	-55%	-3%	7%	-3	-3%
CCOc1ccc(NC(=O)NC2CCOC(C)(C)C2)cc1 (stereo not drawn)	6%	-7%	1%	6%	-5	2%
CCOC(=O)c1cn(CC)c2ccc(S(=O)(=O)N3CCC(C)CC3)cc2c1=O	5%	-11%	12%	5%	-14	?
COc1ccc(S(=O)(=O)n2nc(-c3ccc(Cl)cc3)cc2N)cc1OC	-16%	-8%	-6%	-5%	?	-4%
COc1ccc(S(=O)(=O)N2CCN(Cc3ccccc3)CC2)cc1OC	-20%	49%	7%	0%	-36	2%
CCOC(=O)c1nn(-c2ccc(OCC)cc2)c(C)c1C(C)=O	-1%	-3%	0%	21%	-20	-13%
O=C(O)c1cccc(N2C(=O)C3CC=C(Cl)CC3C2=O)c1 (stereo not drawn)	0%	-23%	4%	-3%	-2	?
O=C(COc1ccc([N+](=O)[O-])cc1)N1CCN(c2nnc(-c3ccccc3)c3ccccc23)CC1	5%	-22%	6%	-9%	8	-12%
COc1ccccc1NC(=O)CN1C(=O)CCS(=O)(=O)c2ccccc21	?	-23%	-12%	10%	21	?
CCC(=O)Nc1cccc(-c2cn3cccc(C)c3n2)c1	-3%	-21%	-2%	23%	76	-3%
O=C(COC(=O)c1ccc(Cl)c(S(=O)(=O)N2CCOCC2)c1)Nc1ccc2[nH]c(=O)[nH]c2c1	-24%	-7%	·	-10%	-37	-8%

Four records drawn at random from those above:
Structure	Sm TGR inh	AmpC inh no detg	FBPA Giardia inh	AMA1-RON2 inh	HCMV antiviral	AmpC detergent
Cc1cc(C)cc(NC(=O)c2cccc(N3C(=O)C4C5C=CC(C5)C4C3=O)c2)c1 (stereo not drawn)	0%	15%	8%	-3%	-13	0%
O=C(O)c1cccc(N2C(=O)C3CC=C(Cl)CC3C2=O)c1 (stereo not drawn)	0%	-23%	4%	-3%	-2	?
C[C@@H](NC(=O)[C@@H]1Cc2ccccc2CN1C(=O)OC(C)(C)C)C(=O)NC1CCCC1	-7%	59%	17%	0%	-40	-5%
COC(=O)[C@@]1(Cc2ccc(OC)cc2)[C@@H]2[C@@H](CC(=O)[C@H]2CC(=O)C(=O)N(C)C)CN1C(=O)c1ccccc1	-13%	187%[activator]	-9%&-3%	-8%	-6	?
